Compound activity (PubChem BioAssay)
EBNA-1 inh = EBNA-1 DNA-binding inhibitors, primary screen, biochemical, fluorescence polarization; inhibition, % at 14.8 µM; 0.34% of 300,000 active; in the data active = inhibition above about 28%
JMJD2C inh = inhibitors of GASC-1 histone demethylase, primary screen, biochemical, fluorescence, DELFIA europium; Lysine-specific demethylase 4C (Homo sapiens), Q9H3R0; GST-JMJD2C(1-420) H3K9me3 demethylation; inhibition, % at 2.35 µM; 0.069% of 330,000 active;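 active = more than half of a compound's replicate wells show inhibition beyond 50%, single wells judged on their own value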;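 note: signal counts dimethyl H3K9 product captured on neutravidin plate; 0% = median of DMSO wells and 100% = 0.3 times that DMSO median; strong numbers were not always called active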
Target sequence (Q9H3R0 1-420 limits assumed): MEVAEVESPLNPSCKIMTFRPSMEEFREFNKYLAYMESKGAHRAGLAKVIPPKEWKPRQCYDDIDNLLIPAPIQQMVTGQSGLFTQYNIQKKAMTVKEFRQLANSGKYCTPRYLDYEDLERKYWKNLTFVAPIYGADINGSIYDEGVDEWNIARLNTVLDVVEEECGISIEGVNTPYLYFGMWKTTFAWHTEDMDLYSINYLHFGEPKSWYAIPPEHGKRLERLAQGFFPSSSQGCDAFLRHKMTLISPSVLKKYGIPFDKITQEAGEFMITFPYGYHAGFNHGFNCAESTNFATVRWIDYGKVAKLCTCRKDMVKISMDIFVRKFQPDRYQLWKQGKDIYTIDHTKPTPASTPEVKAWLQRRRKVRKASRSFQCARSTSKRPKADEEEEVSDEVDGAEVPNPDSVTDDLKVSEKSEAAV
CTSL1 counter = Fasciola hepatica cathepsin L1 inhibitors, primary screen, counter-screen for PFM18AAP inhibitor project, biochemical, QFRET, fluorogenic peptide substrate; recombinant F. hepatica cathepsin L1, Z-Leu-Arg-MCA fluorescence; inhibition, % at 5.96 µM; 0.49% of 300,000 active; AID 1906, 2009;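 active = inhibition above the mean of all tested compounds plus 3 SD, set per screening campaign, cut at about 17% in these data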;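 note: 0% = plate median of test compound wells and 100% = 1 µM Z-Phe-Ala-diazomethylketone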
TPT1 inh = Candida albicans TPT1 enzyme inhibitors, primary screen, biochemical, fluorescence polarization. tRNA 2'-phosphotransferase TPT1 (Candida albicans SC5314). recombinant caTPT1, FP RNA substrate dephosphorylation. inhibition, % at 5 µM. 0.81% of 300,000 active. AID 1962, 2009;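 active = inhibition above the mean of all tested compounds plus 3 SD, set per screening campaign, cut at about 24% in these data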;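 note: plate controls were DMSO alone for no effect and ferristatin control at 100 nM for full effect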
PP1 counter = PP1-alpha phosphatase inhibitors, primary screen, counter-screen for PP5 inhibitor project, biochemical, fluorescence, OMFP substrate, single point; Serine/threonine-protein phosphatase PP1-alpha catalytic subunit (Homo sapiens), P62136; purified PP1alpha; inhibition, % at 6.7 µM; 0.9% of 320,000 active;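 active = inhibition above the mean inhibition of all tested compounds plus 3 SD, computed separately for each screening campaign, cut at about 15% in these data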
ZTA counter = counter-screen for EBNA-1 inhibitors: inhibitors of Epstein-Barr virus ZTA; P03206; ZTA-DNA binding, fluorescence polarization; inhibition, % at 11 µM; 0.15% of 320,000 active; in the data active = inhibition above about 33%
PP5 inh = PP5 phosphatase inhibitors, primary screen, biochemical, fluorescence. inhibition, % at 6.7 µM. purified PP5c, OMFP substrate fluorescence. 0.18% of 320,000 active. AID 1987, 2009;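 active = inhibition above the campaign's mean inhibition across all tested compounds plus 3 SD, cut at about 9.5% in these data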;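 note: 0% = DMSO only and 100% = 100 µM cantharidin control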
Target sequence (P53041 whole entry, looked up): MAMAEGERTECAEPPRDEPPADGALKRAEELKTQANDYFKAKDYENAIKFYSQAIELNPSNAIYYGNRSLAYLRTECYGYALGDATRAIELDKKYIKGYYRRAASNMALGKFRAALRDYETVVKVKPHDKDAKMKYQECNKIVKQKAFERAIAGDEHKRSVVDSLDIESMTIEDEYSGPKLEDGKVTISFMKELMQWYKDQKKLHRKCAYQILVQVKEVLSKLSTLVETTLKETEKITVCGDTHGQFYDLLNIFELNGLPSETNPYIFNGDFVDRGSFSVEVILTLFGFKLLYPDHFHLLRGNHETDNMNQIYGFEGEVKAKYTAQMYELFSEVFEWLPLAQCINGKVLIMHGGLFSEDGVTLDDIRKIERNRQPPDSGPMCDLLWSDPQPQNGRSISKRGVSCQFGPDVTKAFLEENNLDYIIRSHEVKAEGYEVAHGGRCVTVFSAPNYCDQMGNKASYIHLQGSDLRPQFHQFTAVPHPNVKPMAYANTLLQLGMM
CR mimetic SO = reduction of superoxide in aged yeast, primary screen, HTS | S. cerevisiae aged cells, superoxide DHE fluorescence; hits give low values | superoxide response (% of plate mean), % at 10 µM | 0.18% of 330,000 active | AID 2690, 2010;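 active = superoxide response under a set limit, about three screen SD below normal, cut at about 65% in these data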;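 note: yeast aged for seven days with compound at 30 °C before DHE staining; 100% = average MFI of all compound-treated wells on the plate with controls excluded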
core dimer inh = inhibitors of HCV core protein dimerization, primary screen, biochemical, TR-FRET, high-throughput | TR-FRET GST/Flag-core106 dimerization, 1536-well | inhibition, % at 5 µM | 0.33% of 300,000 active | AID 1899, 2009;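 active = inhibition above the mean of all tested compounds plus 3 SD, set per screening campaign, cut at about 45% in these data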
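Material: Tagged HCV core106 pair (GST and Flag) | Amount: GST-core106 13.5 nM, Flag-core106 17 nM | Medium: KF-containing HEPES buffer, pH 7.45, DTT, CHAPS, BSA | Reagent: Eu donor and XL665 acceptor anti-tag antibodies | Schedule: 4 h at 22.5 °C | Technique: Time-resolved FRET, ex 340 nm, em 617 and 671 nm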
* = called active by the depositor; . = not tested or not shown.

Order of results – EBNA-1 inh | JMJD2C inh | CTSL1 counter | TPT1 inh | PP1 counter | ZTA counter | PP5 inh | CR mimetic SO | core dimer inh
1: C=CCn1c(=O)/c(=C/c2ccc(C)o2)s/c1=C(/C#N)C(=O)c1ccccc1
  8 | -1 | 3 | 106* | 3 | 10 | 2.6 | 98 | 8
2: CC(C)COc1ccc(C(=O)N/C(=C/c2cccc([N+](=O)[O-])c2)C(=O)O)cc1
  -6 | 5 | 3 | -1 | 12 | -10 | 4.6 | 106 | 7
3: CCOC(=O)c1ccc(OC(=O)CCCCCN=C(N)N)cc1
  6 | 19 | -10 | 2 | 0 | 8 | -2.0 | 93 | 5
4: COC(=O)c1cc(NCc2c(F)cccc2Cl)ccc1N1CCOCC1
  6 | 3 | -6 | -1 | 1 | -9 | 2.1 | 70 | -3
5: Cc1ccccc1NC(=O)NCC1CCN(Cc2cccc(Cl)c2)CC1
  -7 | -17 | -1 | 0 | -8 | 0 | 0.7 | 36* | 7
6: Cc1ccc(NC(=O)c2ccc3nccnc3c2)c(C)c1
  5 | -8 | 5 | 1 | -4 | -4 | -0.9 | 84 | 1
7: CC(=O)c1cc2c(O)c(O)ccc2o1
  5 | 42 | -1 | 0 | 2 | 6 | 0.9 | 98 | -8
8: COc1ccc(Br)cc1CNC(=O)CN1C(=O)C(c2ccccc2)Oc2cccnc21 (configuration not stated)
  5 | -11 | -2 | 8 | 4 | 6 | 1.6 | 125 | 8
9: FC(F)(F)c1ccccc1-n1c(-c2ccco2)n[nH]c1=S
  3 | 3 | 1 | 0 | 1 | -9 | -1.7 | 88 | -16
10: CCc1ccccc1NC(=O)Nc1cccn(Cc2ccccc2F)c1=O
  2 | -12 | 3 | 2 | -1 | -4 | 0.5 | 88 | 3

From compound 7 as far as 8, copied from above:
Order of results – EBNA-1 inh | JMJD2C inh | CTSL1 counter | TPT1 inh | PP1 counter | ZTA counter | PP5 inh | CR mimetic SO | core dimer inh
7: CC(=O)c1cc2c(O)c(O)ccc2o1
  5 | 42 | -1 | 0 | 2 | 6 | 0.9 | 98 | -8
8: COc1ccc(Br)cc1CNC(=O)CN1C(=O)C(c2ccccc2)Oc2cccnc21 (configuration not stated)
  5 | -11 | -2 | 8 | 4 | 6 | 1.6 | 125 | 8

(cont.)
Order of results – EBNA-1 inh | JMJD2C inh | CTSL1 counter | TPT1 inh | PP1 counter | ZTA counter | PP5 inh | CR mimetic SO | core dimer inh
11: COc1ccc(CC(=O)Nc2c3c(nn2-c2cccc(Cl)c2)CS(=O)(=O)C3)cc1
  1 | -6 | -2 | 2 | 1 | -9 | -0.3 | 96 | 4
12: O=C(/C=C/c1cccc(Cl)c1)NCc1cccs1
  1 | 4 | 0 | 0 | 8 | -5 | -0.2 | 79 | 1
13: CCOc1ccc(CC(=O)Nc2ccc(-c3ccc4nnc(C)n4n3)cc2)cc1
  -10 | 5 | 1 | 0 | 1 | -4 | -0.1 | 87 | 6
14: OCCNCc1cc(Br)ccc1OCc1ccccc1
  1 | 3 | 1 | -1 | -1 | -8 | 1.2 | 97 | -5
15: Cc1ccc2cc(C)c(NCCO)nc2c1
  -1 | 8 | 0 | -3 | -1 | 3 | 4.2 | 99 | -8
16: COc1ccc(S(=O)(=O)N2CCC(C(=O)Oc3c(OC)cccc3OC)CC2)cc1OC
  0 | 9 | -4 | 0 | -5 | 1 | 1.6 | 83 | 2
17: O=C(CCc1nc2ccccc2c(=O)[nH]1)OCc1cccc(C(F)(F)F)c1
  6 | -24 | 0 | -2 | -2 | 10 | -1.0 | 90 | 1
18: Cn1c(=O)c(C(=O)CN2CC(=O)Nc3ccccc32)c(N)n(Cc2ccccc2)c1=O
  -4 | -6 | 4 | 0 | 0 | 15 | -0.6 | 108 | 1
19: Cc1ccc(-n2c(SCC(=O)N3CCCc4ccccc43)nnc2-c2cccnc2)c(C)c1
  2 | -7 | 1 | 10 | -1 | 15 | -1.3 | 122 | 8
20: O=C(OCc1ccc([N+](=O)[O-])cc1)c1cc([N+](=O)[O-])ccc1N1CCOCC1
  1 | -20 | 1 | 0 | -4 | -6 | -0.1 | 90 | 1
21: O=C(COC(=O)c1cccs1)NCc1ccc2c(c1)OCO2
  4 | 11 | -8 | 3 | 7 | -14 | 1.6 | 114 | 3
22: O[Si](CCCN1CCCCC1)(c1ccc(F)cc1)C1CCCCC1 (configuration not stated)
  4 | . | 1 | 1 | 0 | 9 | -1.7 | 88 | 1
23: COc1cccc(S(=O)(=O)NCc2ccc(C(=O)Nc3ccc(Cl)c(Cl)c3)cc2)c1
  -10 | -1 | 3 | -1 | 1 | 11 | 7.4 | 105 | 15
24: Cn1nnc2c(sc3nc(N4CCOCC4)c4c(c32)CCCC4)c1=O
  6 | 8 | -1 | -7 | -1 | 15 | 1.4 | 108 | -1
25: O=C(CSc1nncc2ccccc12)Nc1ccc(F)cc1
  8 | 8 | 0 | 0 | -1 | 11 | -0.6 | 89 | 11
26: Cc1cccc(N(C)C(=O)c2cnn(-c3ccccc3)c2C)c1
  -7 | 4 | 2 | -3 | -3 | -8 | -0.2 | 108 | 8
27: CN(c1ccc(C(=O)NCc2cccnc2)cc1)S(=O)(=O)c1ccc(Cl)cc1
  -6 | 8 | -1 | -5 | 2 | -9 | 0.8 | 119 | 5
28: O=C(Nc1sc2c(c1C(=O)O)CCCC2)c1cccs1
  1 | 3 | 0 | 3 | -2 | -9 | -1.9 | 257 | 5
29: Cc1ccsc1C(=O)NCC(C)(C)N1CCOCC1
  . | -21 | . | . | -2 | 8 | -1.1 | 92 | .
30: Cn1cc(Cl)c(C(=O)N(Cc2ccccc2)c2ccccn2)n1
  -1 | -8 | -1 | -3 | 1 | 3 | 0.4 | 95 | -5
31: CC1CCC(NC(=O)COC(=O)CNC(=O)c2ccc3ccccc3c2)CC1 (configuration not stated)
  . | 1 | . | . | 0 | 8 | 1.9 | 109 | .
32: CC(C)(C)C(=O)CN1C2=NCCN2c2ccccc21
  7 | -5 | 0 | 2 | -3 | -19 | 2.1 | 101 | -10
33: Nc1ccc2nn(-c3cccc4ccccc34)nc2c1
  -13 | -24 | -4 | -3 | 1 | -16 | -2.9 | 113 | 45
34: Fc1ccccc1-c1cc2ccccc2cn1
  . | -3 | . | . | 0 | 0 | 2.6 | 101 | .
35: S=C(c1ccc[nH]1)N1CCOCC1
  2 | 0 | 1 | -1 | 11 | -1 | 0.7 | 98 | -2
36: C=CCN(CC(=O)NCc1ccc(F)cc1)C(=O)c1csnn1
  0 | -2 | 0 | 0 | -5 | 0 | -0.8 | 87 | 0
37: COc1cc(C2C(C#N)=C(N)Oc3cc4c(cc32)OCO4)cc(OC)c1OC (configuration not stated)
  0 | -45 | 0 | 0 | 0 | 1 | 1.8 | 98 | 2
38: C=Cn1ccnc1CC(O)c1ccc(OC)cc1 (configuration not stated)
  8 | 0 | -2 | -1 | -3 | -17 | -0.8 | 100 | 3
39: O=C(OC1CCCCC1=O)c1cccc(S(=O)(=O)N2CCCCC2)c1 (configuration not stated)
  -11 | -8 | -4 | 3 | -2 | 7 | 3.2 | 99 | 4
40: O=C(O)/C=C/c1ccc(S(=O)(=O)Nc2cccnc2)cc1
  -4 | 14 | 1 | 3 | 0 | -11 | 1.3 | 98 | -2
41: Cc1nc2ccc(C(=O)N3CCCC(CO)(Cc4ccc(F)cc4F)C3)cc2nc1C (configuration not stated)
  -10 | -10 | 0 | 2 | -1 | 4 | 2.3 | 94 | -11
42: COc1cccc(NC(=O)CN(C)C(=O)CSc2ncnc3sc(C)c(C)c23)c1
  4 | 0 | -3 | 1 | -7 | -16 | 4.0 | 102 | -6
43: O=C(NC1CCC1)C1CCC(=O)N(Cc2ccccc2F)C1 (configuration not stated)
  -6 | -4 | -1 | 3 | 1 | -2 | 1.0 | 90 | -4
44: CC(Oc1ccc(C(=O)c2ccccc2)cc1)C(=O)Nc1ccc(S(N)(=O)=O)cc1 (configuration not stated)
  2 | -2 | 2 | -4 | -1 | 7 | 2.0 | 86 | 2
45: CC(=O)Nc1cccc(OCC(O)Cn2c(C)nc3ccccc32)c1 (configuration not stated)
  -3 | 6 | -1 | 3 | 2 | 2 | 2.7 | 101 | -3
46: Cc1ccc(/C=N/NC(=O)CNC(=O)c2ccc(S(=O)(=O)N(C)C)cc2)cc1
  -15 | -4 | -4 | 0 | -4 | -19 | 0.7 | 115 | 2
47: COc1ccc(S(=O)(=O)N2CCN(Cc3ccccc3)CC2)cc1
  1 | 4 | 1 | -1 | 1 | -9 | -0.1 | 79 | -2
48: O=C(Nc1ccc(Cl)c(Cl)c1)c1ccc2c(c1)OCO2
  1 | -3 | 3 | 2 | -1 | -6 | 5.0 | 93 | -7
49: Cc1cc(NS(=O)(=O)c2ccccc2)no1
  -3 | 14 | -4 | 0 | -2 | 2 | 0.6 | 100 | 1
50: CCCN(CCC)CCNC(=O)Cn1cnc2sc(C)c(S(=O)(=O)N3CCOCC3)c2c1=O
  -7 | -6 | -4 | -5 | 3 | -6 | 1.4 | 94 | -2
51: Cc1cc(=O)[nH]c2c(C)cc(S(=O)(=O)NCc3ccccc3)cc12
  -5 | 2 | 2 | 2 | 0 | 9 | 1.3 | 137 | 15
52: c1ccc(CCn2cnc3ccccc32)cc1
  -6 | -2 | -7 | 0 | -3 | -7 | 1.1 | 105 | 1
53: CC1(C(=O)CSc2nc3ccccc3[nH]2)CCC(=O)O1 (configuration not stated)
  -2 | -31 | 3 | -6 | -3 | 6 | 1.4 | 87 | -9
54: CCOc1cc2c(cc1OCC)C(c1ccc(OC)c(OC)c1)N(c1ccc(C(=O)O)cc1)C(=O)C2 (configuration not stated)
  -6 | -31 | 5 | -2 | 3 | -12 | 0.4 | 104 | 3
55: Oc1oc(-c2ccccc2)nc1/C=N/c1ccccn1
  -12 | 9 | 71* | 5 | 0 | -4 | -0.8 | 91 | -2
56: CN(CC(CC(=O)Nc1nncs1)c1ccccc1)S(=O)(=O)c1ccccc1 (configuration not stated)
  4 | 2 | -2 | -2 | -3 | 12 | 3.1 | 105 | 3
57: COc1cc(C(=O)N2CCN(c3ccccn3)CC2)cc(OC)c1OC
  3 | -6 | 3 | 0 | 1 | 8 | 0.2 | 99 | 4
58: COc1ccc(/C=C/C2=CC(C)(C)NC(=S)N2)cc1OC
  -10 | -2 | -1 | 2 | -1 | -3 | 0.8 | 104 | -7
59: Cc1ccc(F)cc1NCC(=O)Nc1ccc(Br)cc1
  1 | 0 | 5 | -2 | -2 | -7 | -0.8 | 91 | 3
60: CC(C)(C)NC(=O)C(c1cccs1)N(Cc1ccc(F)cc1)C(=O)c1csnn1 (configuration not stated)
  -8 | -18 | 0 | 4 | 2 | 4 | 2.1 | 106 | 2
61: CC/C(=C/c1sc2ccccc2[n+]1CC)SC
  2 | -2 | 2 | 1 | 0 | -5 | 1.9 | 85 | 3
62: CCCCN(C(=O)CN1CC(C)OC(C)C1)c1c(N)n(CC(C)C)c(=O)[nH]c1=O (configuration not stated)
  6 | -1 | 0 | -2 | -1 | -6 | -1.4 | 105 | -3
63: O=C(NCCCCCCNC(=O)c1ccccc1O)c1ccccc1O
  -20 | -4 | 0 | 0 | -3 | -6 | 2.9 | 108 | 2
